High-throughput results from PubChem.
S100A4 MyoIIA – blocks human S100A4 binding to myosin IIA peptide | S100A4/TAMRA-MyoIIA peptide fluorescence polarization | inhibition, % at 10.7 µM | 360,000 compounds, 0.14% hits | P26447;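 active = mean inhibition of at least 70% across replicates, with every replicate also reaching that level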
Target sequence (P26447 whole entry, looked up): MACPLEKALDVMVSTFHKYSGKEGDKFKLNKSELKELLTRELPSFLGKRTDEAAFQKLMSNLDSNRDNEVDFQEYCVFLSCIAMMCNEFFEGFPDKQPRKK
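Compound dosing: one dose per compound; test system: human S100A4 monomer with TAMRA-labelled myosin IIA peptide; probe or stimulus: TAMRA-labelled myosin IIA heavy-chain peptide probe, 5 nM; medium: HEPES buffer with Ca2+, pH 7.2; schedule: 5 min incubation before reading; benchmarks: neutral control DMSO, positive control TFP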
PGC1a acetyl inh – lowers PGC1a acetylation signal in U2OS cells. AID 651687. AlphaScreen anti-acetyl-lysine; with virally co-expressed GCN5 acetyltransferase. inhibition, % at 15.6 µM. 350,000 compounds, 0.17% hits;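 active = every replicate shows inhibition of at least 40%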;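 also: 0% = neutral control wells and 100% = positive control wells; some results beyond the cut were filed as inactive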
ERAP1 inh – ERAP1 (human) enzyme inhibition; Q9NZ08; recombinant ERAP1, Leu-AMC fluorescence, 60 min; inhibition, % at 10.7 µM; 340,000 compounds, 0.15% hits; AID 652197;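 active = mean replicate inhibition of at least 30%, or all replicates individually reaching that 30% level; inactive = mean below 30% and not every replicate reaching it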;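 also: 0% = neutral control wells and 100% = L-leucinethiol positive control wells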
Target sequence (Q9NZ08 whole entry, looked up): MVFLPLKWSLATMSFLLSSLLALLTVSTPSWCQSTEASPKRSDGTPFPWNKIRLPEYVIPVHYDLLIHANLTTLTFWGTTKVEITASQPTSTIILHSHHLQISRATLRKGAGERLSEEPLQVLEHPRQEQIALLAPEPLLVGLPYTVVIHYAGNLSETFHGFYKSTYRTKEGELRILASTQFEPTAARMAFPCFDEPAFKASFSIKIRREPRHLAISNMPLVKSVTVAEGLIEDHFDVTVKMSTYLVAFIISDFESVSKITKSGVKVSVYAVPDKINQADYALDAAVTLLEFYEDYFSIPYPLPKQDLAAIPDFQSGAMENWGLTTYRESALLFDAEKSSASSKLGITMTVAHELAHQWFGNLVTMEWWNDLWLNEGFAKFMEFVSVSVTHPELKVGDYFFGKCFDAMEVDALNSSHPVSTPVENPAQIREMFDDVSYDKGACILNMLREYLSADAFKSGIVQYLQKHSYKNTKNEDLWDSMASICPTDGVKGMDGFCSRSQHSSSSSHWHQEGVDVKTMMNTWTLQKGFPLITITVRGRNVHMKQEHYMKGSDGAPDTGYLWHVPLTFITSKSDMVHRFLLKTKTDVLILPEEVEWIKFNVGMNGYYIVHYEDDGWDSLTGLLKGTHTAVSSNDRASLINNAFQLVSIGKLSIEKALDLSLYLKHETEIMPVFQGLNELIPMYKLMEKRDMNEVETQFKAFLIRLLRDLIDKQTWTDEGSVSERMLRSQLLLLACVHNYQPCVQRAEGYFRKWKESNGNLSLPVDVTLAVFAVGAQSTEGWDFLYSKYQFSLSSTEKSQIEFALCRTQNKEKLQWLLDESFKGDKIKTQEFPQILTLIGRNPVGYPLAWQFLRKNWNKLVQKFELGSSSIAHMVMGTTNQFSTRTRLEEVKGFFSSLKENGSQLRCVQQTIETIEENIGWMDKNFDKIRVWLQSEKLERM
FN deposition inh – fibronectin deposition inhibition; AH1F fibroblasts, Alexa488-fibronectin deposition fluorescence, overnight; inhibition, % at 12.6 µM; 350,000 compounds, 0.086% hits;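 active = mean inhibition across replicates of 30% or more, regardless of how many single replicates reach that level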;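 also: positive control wells lacked labelled fibronectin entirely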
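Material: AH1F fibroblast monolayer depositing Alexa488-labelled fibronectin into matrix / Amount: 10000 AH1F cells per well / Signal: fluorescence 485/525 nm / Medium: DMEM, 2% serum / Compound: single dose, pinned / Incubation: 1 h cell adhesion before compound, then overnight fibronectin incubation / Reagent: Alexa488-FN, 24 nM final / Read-out: inhibition of fibronectin deposition signal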
PglD inh – blocks C. jejuni PglD acetyltransferase activity | purified PglD enzyme, DTNB colorimetric CoA detection | inhibition, % at 12.5 µM | 360,000 compounds, 0.098% hits | AID 602405; in the data active = inhibition above about 16%, passing the limit was not always enough; also: strong numbers were not always called active
PAX8 reporter – inhibitors of PAX8 transcriptional activity in RMG-I cells; 360,000 compounds, 1.2% hits; RMG-I TPO-luciferase reporter, SteadyGlo, 24 h; inhibition, % at 12.6 µM;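 active = mean replicate inhibition at least 60% with every replicate also reaching 60%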;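 also: luciferase light reporting Pax8 driven TPO promoter activity; plate controls were median of neutral control wells for no effect and mitoxantrone controls for full effect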
EWS-Fli block – blocks EWS/Fli oncoprotein-driven transcription; A673 NR0B1-luciferase reporter, viability-normalised; inhibition, % at 12.6 µM; 350,000 compounds, 0.67% hits;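 active = mean inhibition of at least 50% after viability correction, with every replicate also passing that limit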;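 also: firefly luciferase signal divided by Alamar Blue viability fluorescence both relative to DMSO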
LGR2 antag – Drosophila LGR2 receptor signaling inhibition | HEK293 LGR2, CRE-luciferase, bursicon-stimulated, 4 h | inhibition, % at 9.99 µM | 380,000 compounds, 0.35% hits | AID 720647;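 active = drop in luminescence signal, shown as inhibition above about 50% in the replicate tests, limit read from the data, passing the limit was not always enough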;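 also: agonist challenge used bursicon conditioned medium at about half maximal strength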
The depositor's hits bear a star; / = no result given; & = joins results of further samples.

Compound	S100A4 MyoIIA	PGC1a acetyl inh	ERAP1 inh	FN deposition inh	PglD inh	PAX8 reporter	EWS-Fli block	LGR2 antag
Cc1ccc(S(=O)(=O)Nc2ccc3c(c2)C(=O)N([C@@H](C)CO)C[C@@H](C)[C@@H](CN(C)Cc2ccc(-c4ccccc4)cc2)O3)cc1	0	-11	-2	/	4	12	19	16
CN(C)c1nc(N)c2nccnc2n1	2	-1	6	/	-5	4	-9	16
CCCN(CCC)c1cc(=O)nc2ccccn12	2	/	-3	0	/	8	-5	4
Cc1ccc(NC(=O)CSc2nnc(COc3ccc(C#N)cc3)n2-c2ccccc2)cc1C	/	0	/	-11	-1	17	/	/
O=C(NCCN1CCCCC1)[C@@H]1[C@@H](CO)[C@@H]2Cn3c(cccc3=O)[C@@H]2N1C(=O)C1CC1	9	/	1	/	3	/	-4	2
CC(C)C(=O)Nc1ccc2c(c1)C(=O)N(C)[C@H]1CC[C@@H](CC(=O)NCC3CC3)O[C@H]1CO2	4	3	1	-16	2	0	2	-5
O=C(O)C(c1ccccc1)N1CCCCC1 (stereo unspecified)	1	-3	-7	3	/	4	-5	/
CCOc1ccc(S(=O)(=O)N2CCOCC2)cc1NC(=O)CCOc1ccc(C(C)(C)C)cc1	-1	/	-1	-20	-3	8	16	13
CCC1CCCCN1C(=O)CN1C(=O)c2ccccc2S1(=O)=O (stereo unspecified)	-1	/	-3	5	4	-9	2	-3
CCOC(=O)c1cc2c(c(-c3ccccc3)n1)[C@@H](CCO)N(S(=O)(=O)C(C)(C)C)C2	-3	/	/	6	1	-7	-2	-8
CCOc1ccccc1-n1c(=O)c2ccccc2c2ccccc2c1=O	-4	/	0	/	/	-10	-18	9
CCOC(=O)c1c(-c2ccccc2)oc2ccc(OCC)cc12	/	-2	/	10	/	-9	/	-16
O=C(c1cc(-c2ccc(F)cc2)on1)N1CCCc2ccccc21	1	-2	/	7	-4	-22	-65	-55
COc1ccccc1-c1ccc(C2[C@@H]3CN(S(=O)(=O)c4ccc(F)cc4)C[C@H]2N3)cc1 (stereo partly specified)	4&9	-18&0	2&0	3&1	/	-12&8	-5&-5	6&-5
O=C(/C=C/c1ccc(Cl)cc1)N1CCOCC1	-1	2	-2	-1	2	-43	-55	-35
COCc1cn(CC[C@H]2CC[C@H](NC(=O)Nc3ccc(Cl)cc3)[C@H](CO)O2)nn1	-10	0	0	/	1	-17	2	12
CSc1n[nH]c(NCc2ccc(C)cc2)n1	/	2	/	3	7	-111	/	/
CCOc1ccccc1CN1CCNC(=O)C1CC(=O)N(C)Cc1cnccn1 (stereo unspecified)	-8	/	-2	14	1	9	0	-7
CCN(CC)CCNC(=O)C(=O)NCC1OCCN1S(=O)(=O)c1ccc(Cl)cc1 (stereo unspecified)	-1	/	-2	-5	2	/	-1	2
CO[C@H]1CN(C)C(=O)c2cc(NC(=O)Nc3ccccc3)ccc2OC[C@@H](C)N(C(C)=O)C[C@H]1C	-5	-3	3	-3	0	/	-1	-16
COC(=O)COc1cccc(NS(=O)(=O)c2ccc(NC(C)=O)cc2)c1	8	-9	-7	/	-1	/	-3	9
CNC[C@H]1Oc2c(NS(=O)(=O)c3ccccc3)cccc2C(=O)N([C@@H](C)CO)C[C@H]1C	-10	-4	2	-3	-1	-7	-2	-4
COc1ccc(N=Nc2cc(C)c(O)c(CN3CCCCC3)c2)cc1	-1	15	7	2	-8	-35	-12	-7
COc1ccccc1Cc1c(-c2ccccc2)nc2c3ccccc3ccn12	13	/	-1	-4	/	15	-23	-42
CCCC#Cc1ccc([C@H]2[C@H](CO)N3C(=O)CN(C(=O)c4ccccn4)C[C@@H]23)cc1	0	5	2	/	/	/	4	11
CSc1nnc(-c2ccc(S(=O)(=O)N3CCCC3)cc2)n1C	0	-3	2	-10	-2	/	/	-21
CO[C@H]1CN(C)C(=O)c2cc(NC(=O)c3ccc4c(c3)OCO4)ccc2OC[C@@H](C)N(CC2CC2)C[C@H]1C	-7	5	0	/	-1	21	10	-4
COC(=O)C1=C(C)N(C)C(=NCC2CC2)NC1c1ccccc1C(F)(F)F (stereo unspecified)	0	/	-1	-4	/	-6	-3	9
Oc1ccc(C2C(c3ccccc3)=NN=C(c3ccc(Cl)cc3)N2O)c(O)c1 (stereo unspecified)	-2	2	3	-2	/	-9	-13	-1
COc1cccc(C2c3c(oc4ccccc4c3=O)C(=O)N2CCCN2CCOCC2)c1OC (stereo unspecified)	6	-3	/	7	3	5	-9	-17
C#CCSc1nnc(-c2ccc(O)cc2)o1	-4	1	0	-12	4	-147	-50	/
CCc1cc(C(=O)N(C)CC(=O)Nc2c(Cl)cccc2Cl)sc1C	-13	0	-1	15	1	3	2	15
c1ccc(Oc2cccc3cccnc23)nc1	2	5	2	9	/	-5	-7	/
C/C=C1\NC(=O)[C@H](C)NC(=O)[C@@H](NC(=O)[C@H](Cc2ccc(O)cc2)NC(=O)[C@@H](NC(=O)/C(C)=C/C)C(C)C)[C@@H](C)OC(=O)[C@H](CCCc2ccc(O)cc2)NC(=O)[C@@H](CCC(=O)OC)NC1=O	-1	-5	-3	4	-1	2	3	14
Cc1cccc(-c2nc(CSCC(=O)NCCCN3CCOCC3)c(C)o2)c1	/	3	/	-6	5	-14	/	/
Cc1ccc(OC(C)C(=O)Nc2ccccc2C(=O)NCc2cccnc2)cc1C (stereo unspecified)	1	17	0	6	-3	1	/	3
Cc1ccc([C@@H]2[C@@H]3C(=O)N(C)C(=O)[C@@H]3[C@]3(Cc4ccccc4)C(=O)N(Cc4ccccc4)CC(=O)N23)o1	-11	3	1	-20	-3	-11	0	/
CNc1nc2c(N)ncnc2n1[C@H]1O[C@@H](CO)[C@H](O)[C@@H]1O	-7	34	-3	3	3	10	-3	10
Cc1noc(C)c1NC(=O)N(C)C[C@H]1Oc2ccc(NC(=O)Nc3ccc(F)cc3)cc2CC(=O)N([C@H](C)CO)C[C@H]1C	-49	4	-1	/	1	-7	0	18
COC(=O)c1ccc(/C=N/N2CCN(Cc3ccc(C)cc3C)CC2)cc1	/	-2	/	8	-8	14	/	-23
O=C(CN1C(=O)NC(c2ccccc2)(c2ccccc2)C1=O)NC1CCS(=O)(=O)C1 (stereo unspecified)	-3	/	-6	7	-2	-17	-6	-8
C=COC(=O)NC1CCc2cc(OC)c(OC)c(OC)c2-c2ccc(SC)c(=O)cc21 (stereo unspecified)	-2	-12	-1	0	/	65*	29	-4
CCC(=O)Nc1ccc2c(c1)OC[C@@H](C)N(Cc1ccccc1C(=O)O)C[C@H](C)[C@@H](OC)CN(C)C2=O	8	-6	-4	5	8	-8	5	9
CCCCCn1c(SCCCC)nc2c1c(=O)[nH]c(=O)n2C	/	4	/	1	-7	7	/	/
COc1ccc(S(=O)(=O)Nc2ccc3c(c2)CC(=O)N([C@H](C)CO)C[C@H](C)[C@@H](CN(C)C(=O)Nc2ccccc2)O3)cc1	-46	-4	0	/	-1	-14	-5	6
CCS(=O)(=O)Nc1ccc2c(c1)C(=O)N(C)[C@H]1CC[C@@H](CC(=O)N3CCN(C)CC3)O[C@@H]1CO2	10	7	3	-4	0	-4	-5	5
Cc1ccc(-n2c(SCC(=O)N3CCCc4ccccc43)nnc2-c2cccnc2)c(C)c1	-8	-5	2	-8	/	-30	-2	10
Cc1cc(C)nc(NNC2=CC(=[N+]3CCCC3)CCC2)n1	2	0	14	-5	/	-2	2	2

Reformatted field by field: part of the list above.
C=COC(=O)NC1CCc2cc(OC)c(OC)c(OC)c2-c2ccc(SC)c(=O)cc21 (stereo unspecified)
  S100A4 MyoIIA: -2
  PGC1a acetyl inh: -12
  ERAP1 inh: -1
  FN deposition inh: 0
  PglD inh: /
  PAX8 reporter: 65*
  EWS-Fli block: 29
  LGR2 antag: -4

CCS(=O)(=O)Nc1ccc2c(c1)C(=O)N(C)[C@H]1CC[C@@H](CC(=O)N3CCN(C)CC3)O[C@@H]1CO2
  S100A4 MyoIIA: 10
  PGC1a acetyl inh: 7
  ERAP1 inh: 3
  FN deposition inh: -4
  PglD inh: 0
  PAX8 reporter: -4
  EWS-Fli block: -5
  LGR2 antag: 5

(next part)
Compound	S100A4 MyoIIA	PGC1a acetyl inh	ERAP1 inh	FN deposition inh	PglD inh	PAX8 reporter	EWS-Fli block	LGR2 antag
Cc1ccc(S(=O)(=O)N(C)C[C@@H]2OCCCC[C@H](C)Oc3ccc(NC(=O)CCCCCC(=O)Nc4ccccc4N)cc3C(=O)N([C@H](C)CO)C[C@@H]2C)cc1	-15	4	0	-14	-4	35	32	-15
C=CCSc1ncccc1C(=O)NCc1ccccc1	1	2	1	/	/	/	-3	-6
COCCNC(=S)N1CCC(C(=O)c2ccc(C)cc2)CC1	-5	/	-3	-3	5	18	3	1
C=CCOc1ccccc1NC(=O)CN1C(=O)CNC1=O	-4	/	-1	3	-4	12	-3	12
CC(C)NC(=O)N1C[C@@H]2[C@H](c3ccccc31)[C@H](CO)N2Cc1ccc(Cl)cc1	0	-8	-1	/	-2	11	10	29
CCOC(=O)C1(CCOC)CCN(C(=O)Cc2ccc3ccccc3c2)CC1	1	-12	-3	0	1	-9	-13	1
CN(C)C(=O)C[C@H]1CC[C@H](NC(=O)C2CCC2)[C@H](CO)O1	45	-9	-2	/	2	7	15	-6
CCC(C)OC(=O)C1=C(C)NC2=C(C(=O)C(C(=O)OC)C(C)C2)C1c1ccc(N(C)C)cc1 (stereo unspecified)	/	-6	/	2	3	-7	/	/
O=C(N/C(=C\c1ccc(F)cc1)C(=O)N1CCCCCC1)c1ccccc1	0	-1	-1	5	-5	-7	4	13
CCCNC(=O)N1[C@H](CO)[C@@H](c2ccc(C3=CCCCC3)cc2)[C@@H]1C#N	-3	-33	3	-10	5	-2	5	3
CC(C)C(Sc1nc(-c2ccccc2)cc(-c2ccccc2)c1C#N)C(=O)O (stereo unspecified)	-2	-6	-83	/	/	2	9	-8
C[C@H](CO)N1C[C@H](C)[C@@H](CN(C)S(=O)(=O)c2cn(C)cn2)Oc2c(NS(=O)(=O)c3cn(C)cn3)cccc2C1=O	12&-4	5	-1&-4	-13	-1	8&-3	-7&3	-1&-10
CN(C)CCC1(c2ccccc2)CCN(C)C1=O (stereo unspecified)	0	0	0	0	/	-4	1	16
CCCCN(C(=O)CCN1C(=O)C2CC=CCC2C1=O)c1c(N)n(CCCC)c(=O)[nH]c1=O (stereo unspecified)	-11	9	-2	-2	-5	-1	1	6
CC(=O)Nc1ccc(S(=O)(=O)Nc2cccn(Cc3ccc(C)cc3)c2=O)cc1	0	4	0	2	-10	6	-2	-5
Cc1ccccc1CN1CCC(CNC(=O)C2CCCN(c3ncnc4c3nc3n4CCCCC3)C2)CC1 (stereo unspecified)	-6	2	3	15	-2	7	17	17
CN1CCN([C@@H]2CS(=O)(=O)N[C@H]2COCc2ccccc2)CC1	0	5	-1	-1	2	8	-21	14
CCCCc1ncc(CN2CCC(n3nccc3NC(=O)C(OC)c3ccccc3)CC2)[nH]1 (stereo unspecified)	0	/	0	3	-6	-2	-2	4
O=[N+]([O-])c1cc(-c2nnc(Nc3ccc(O)cc3)c3ccccc23)ccc1N1CCOCC1	-2	-129	0	3	/	26	17	13
CCN(C[C@H]1N[C@@](CC)(C(=O)OC)[C@H]2C(=O)N(C)C(=O)[C@@H]12)C(=O)NC(C)C	-4	/	2	-5	-4	-4	-2	-3
CC1CC(=O)NN=C1c1ccc(N(C)C)c([N+](=O)[O-])c1 (stereo unspecified)	/	3	/	1	5	/	/	3
COc1cc(Nc2c3c(nc4ccccc24)CCCC3)cc(OC)c1OC	4	-14	0	1	/	0	22	11
